Screens: PubChem BioAssay, National Center for Advancing Translational Sciences (NCATS)
D1 antag = Antagonist of Human D 1 Dopamine Receptor: qHTS; 360,000 compounds, 3.2% hits; activity change, negative = inhibition, % at 10 µM; HEK293 TREx D1 cells, calcium flux, dopamine EC80; hits give low values; in the data active means activity change below about -30%; further: on the % scale 0 is the no-effect control and ±100 the full control effect
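Cells carrying a force-coupled, tetracycline-inducible human D1 receptor report calcium flux. Each well gets a 10 s baseline, compound with 180 s monitoring, then an EC80 dopamine stimulus with a second 180 s kinetic read.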
D2 PAM = HTS Assay for Positive Allosteric Modulators of the Human D2 Dopamine Receptor: Primary Screen for Potentiators; HEK293 T-REx D2, calcium flux, EC20 dopamine potentiation; 340,000 compounds, 0.34% hits; D(2) dopamine receptor (Homo sapiens), P14416; potentiation, % at 10 µM;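 active means potentiation over 3 SD above the plate norm, cut at about 30% in these data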; further: 0% is about no effect
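Potentiation of an EC20 dopamine calcium response measured kinetically over 180 s, after a preceding 180 s compound-only read flagging agonists. Cells: inducible Hek293 Trex D2 line, 4000/well, cultured overnight at 30 C before dye loading.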
D1 agonist = Allosteric Agonists of the Human D1 Dopamine Receptor: qHTS. HEK293 T-REx D1 cells, calcium flux, agonist mode. activation, % at 2 µM. 360,000 compounds, 1% hits. AID 504660, 2011; in the data active means activation above about 30%; further: 0% is about no effect
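Tetracycline-induced HEK293 TREx D1 cells, force-coupled to calcium signalling, were dye-loaded with a no-wash calcium kit. Compound was pin-added after a 10 s baseline. Fluorescence was read kinetically at 1 cycle/s for 180 s, with calcium rises flagged as agonism.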
Apoferritin bind = qHTS Assay for Identification of Novel General Anesthetics; Ferritin light chain (Equus caballus), P02791; apoferritin/1-aminoanthracene competitive binding, fluorescence; Potency, µM (doses to about 77.5 µM), without a hit: at the highest dose activity change, negative = displacement, usual class: inhibitors; 350,000 compounds, 0.074% hits; AID 485281, 2010; further: potency means the concentration at half of the fitted maximal effect; on the % scale 0 is the no-effect control and ±100 the full control effect; nearly all actives have a fitted effect of over 20% in size
Target sequence (P02791 2-175 limits assumed): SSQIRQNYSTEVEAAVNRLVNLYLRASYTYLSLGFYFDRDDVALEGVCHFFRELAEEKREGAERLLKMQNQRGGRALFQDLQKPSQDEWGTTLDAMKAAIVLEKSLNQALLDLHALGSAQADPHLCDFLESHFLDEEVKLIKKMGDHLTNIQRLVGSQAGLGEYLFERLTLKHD
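Horse-spleen apoferritin (10 uM) was mixed with 50% saturated 1-aminoanthracene in PBS, exposed to compounds for 10 min at room temperature, and read for fluorescence (ex 380 nm, em 535 nm). Competitive displacement was fitted with a four-parameter Hill equation.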
RXFP1 antag = qHTS Assay for Antagonists of the Relaxin Receptor RXFP1 | Relaxin receptor 1 (Homo sapiens), Q9HBX9 | HEK293-RXFP1, relaxin-stimulated cAMP HTRF, 30 min; hits give low values | activity change, negative = inhibition, % at 57.5 µM | 350,000 compounds, 0.59% hits;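 active means activity change of -60% or lower, but not beyond a set lower limit; inconclusive means change between -60% and -40%, or beyond the set limit; inactive means change above -40%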; further: on the % scale 0 is the no-effect control and ±100 the full control effect
Target sequence (Q9HBX9 whole entry, looked up): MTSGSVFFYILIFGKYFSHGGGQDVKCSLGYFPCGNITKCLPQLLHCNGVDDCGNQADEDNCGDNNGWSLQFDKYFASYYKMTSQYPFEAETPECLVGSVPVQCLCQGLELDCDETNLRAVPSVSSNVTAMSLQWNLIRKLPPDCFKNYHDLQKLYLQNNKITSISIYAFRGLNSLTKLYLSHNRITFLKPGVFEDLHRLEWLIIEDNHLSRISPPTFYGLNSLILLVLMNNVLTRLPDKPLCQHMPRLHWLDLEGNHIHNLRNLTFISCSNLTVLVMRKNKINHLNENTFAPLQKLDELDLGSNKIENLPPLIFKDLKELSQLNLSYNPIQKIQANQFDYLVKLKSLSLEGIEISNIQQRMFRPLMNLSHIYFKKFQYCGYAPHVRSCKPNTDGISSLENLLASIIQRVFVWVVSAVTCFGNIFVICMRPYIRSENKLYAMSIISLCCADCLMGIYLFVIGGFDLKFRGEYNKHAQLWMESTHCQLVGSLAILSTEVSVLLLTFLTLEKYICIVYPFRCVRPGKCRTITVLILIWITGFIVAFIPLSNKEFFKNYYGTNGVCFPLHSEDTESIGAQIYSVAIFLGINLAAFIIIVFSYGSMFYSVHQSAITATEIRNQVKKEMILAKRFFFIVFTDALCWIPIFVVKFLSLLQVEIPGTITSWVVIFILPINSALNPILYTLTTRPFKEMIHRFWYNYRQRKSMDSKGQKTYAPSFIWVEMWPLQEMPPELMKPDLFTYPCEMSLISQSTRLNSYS
TRHR enhancer = qHTS for Small Molecule Agonists and Allosteric Enhancers of Human TRH Receptor: Primary Screen for Enhancers. TRHR cells, fluo-8 calcium fluorescence, EC20 TRH enhancement. enhancement, % at 2 µM. 360,000 compounds, 0.66% hits. Thyrotropin-releasing hormone receptor (Homo sapiens), P34981; in the data active means enhancement above about 30%; further: 0% is about no effect
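Enhancer read-out: after compound pinning and an initial kinetic agonist-mode read, an EC20 of TRH (10 nM final) was injected and fluo-8 calcium signal (Ex 480/Em 530) followed at 1 s/cycle for 100 cycles in TRHR-expressing cells.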
RXFP1 agonist = qHTS Assay for Agonists of the Relaxin Receptor RXFP1. Relaxin receptor 1 (Homo sapiens), Q9HBX9. HEK293T-RXFP1 cAMP TR-FRET, 30 min; response scale: percent of porcine relaxin response, buffer zero. Potency, µM (top dose mostly 57.5 µM), for the others: top-dose activation, most hits filed as activators. 370,000 compounds, 0.3% hits; further: potency means the concentration at half of the fitted maximal effect; on the % scale 0 is the no-effect control and ±100 the full control effect; nearly all actives have a fitted effect of over 60% in size; many of its hits are not listed in these tables
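HEK293 cells stably expressing RXFP1, treated 30 min at 37C with compounds plus PDE4 inhibitor Ro 20174; cAMP measured by HTRF TR-FRET. Normalized to buffer and 29 nM porcine relaxin; EC50 by Hill fit.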
D1 potentiator = Potentiators of Human D1 Dopamine Receptor: qHTS | D(1A) dopamine receptor (Homo sapiens), P21728 | 360,000 compounds, 0.036% hits | potentiation, % at 10 µM | AID 504651, 2011 | HEK293 TREx D1 cells, calcium flux, dopamine EC20 potentiation; in the data active means potentiation above about 30%; further: 0% is about no effect
TRHR agonist = qHTS for Small Molecule Agonists and Allosteric Enhancers of Human TRH Receptor: Primary Screen for Agonists | TRHR cells, calcium flux fluo-8, FDSS agonist mode | activation, % at 2 µM | 360,000 compounds, 0.18% hits; in the data active means activation above about 30%; further: 0% is about no effect
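In this calcium-flux screen, cells bearing human TRHR are dye-loaded with fluo-8, baselined for 10 cycles, then exposed to library compounds; positive kinetic calcium responses during the agonist phase mark hits, with TRH as control.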
Numbers without * were called inactive; ? = inconclusive; . = no result given; & = joins results of further samples; [ ] = remark or other dose. Unless noted, the call rests on the fitted dose curve; in most records, active means well fitted curve in the direction sought with a large enough effect; inconclusive means small, poorly fitted or top-dose-only effect, or another doubt; inactive means no such curve, though single readings can be large; an effect the other way counts as inactive or inconclusive. This is a subset (hit frequency here may not be typical).

SMILES | D1 antag | D2 PAM | D1 agonist | Apoferritin bind | RXFP1 antag | TRHR enhancer | RXFP1 agonist | D1 potentiator | TRHR agonist
O=C(Nc1ccc(Cl)cc1)Nc1ccccc1C(=O)O | 7 | 0 | 0 | -4% | -26 | -3 | 4.0% | 2 | 0.4
CC(=O)Nc1ccn(-c2ccccc2)n1 | -1 | 16 | -3 | -5% | -4 | -6 | -1.6% | 2 | 0.4
CCOC(=O)C(O)(CC(=O)c1ccc(Cl)cc1)C(=O)OCC | 1 | 0 | 5 | -10% | -1 | -5 | 3.7% | -2 | 0.1
O=Cc1c(N2CCN(c3ccccc3)CC2)nc2ccccn2c1=O | -2 | -8 | 3 | 0% | 5 | 6 | 10% | -4 | 1.5
Cc1cc(Cl)ccc1NS(=O)(=O)c1ccc2c(c1)CC(C)N2C(=O)C1CCC1 (stereo unspecified) | -2 | 2 | 3 | 1% | -12 | 6 | -0.6% | -1 | 0.1
CCCCn1c(=O)c(-c2ccccc2)c(O)c2ccccc21 | 22 | -3 | 0 | -9% | -1 | 5 | 3.1% | -10 | -0.2
COc1ccc(C(=O)Nc2ccc(-n3nncc3-c3ccccc3)cc2)cc1OC | -8 | 16 | 0 | -3% | -14 | 1 | 0.0% | 0 | 0.8
CCOCCCNCc1ccc(OCC(=O)N2CCOCC2)c(OC)c1 | -14 | -3 | -1 | -1% | 1 | -3 | -0.7% | -2 | 0.9
COc1ccc(NC(=O)c2cccc(-n3c(C)ccc3C)c2)c(OC)c1 | 5 | 3 | 1 | -12% | 11 | 2 | -0.3% | -4 | 0.2
CCCn1nc(C(=O)OCC(=O)Nc2cccc(S(N)(=O)=O)c2)c2ccccc2c1=O | 25 | 11 | -3 | -18% | -18 | -3 | -0.5% | 2 | -1.2
Cc1ccc(-c2ccc(/C=C/C(=O)c3ccccc3)o2)cc1 | -10 | 12 | 8 | -6% | -12 | 2 | 0.0% | 0 | 6.0
COCCn1c(N)c(C#N)c2nc3ccccc3nc21 | -14 | -5 | -2 | . | -1 | 1 | 9.8% | -1 | 0.0
CCCN(CC(=O)Nc1ccccc1C)C(=O)/C=C/c1ccc(S(=O)(=O)N2CCCCCC2)cc1 | -5 | 4 | 7 | . | -17 | -2 | 3.3% | 2 | 0.1
O=C(Nc1ccccc1)Nc1nnc(Cc2ccccc2F)s1 | -17 | -1 | 2 | -14% | 1 | 3 | 0.1% | -9 | 0.9
Cc1ccc(Nc2nc(N)c([N+](=O)[O-])c(NCCO)n2)cc1 | 7 | 8 | 4 | 5% | 0 | 1 | 3.9% | 1 | -0.6
O=C(CSc1nc(=O)[nH]c2c1CCC2)Nc1cc(C(F)(F)F)ccc1Cl | . | 21 | -1 | ? | -9 | 5 | 2.4% | -2 | -0.4
Nc1[nH]n2c(=O)c3c(nc2c1N=Nc1ccc(Cl)cc1)CCCC3 | -50* | 1 | 2 | -19% | -10 | 0 | 1.9% | -14 | 1.2
O=C(Nc1ccc(Cl)cc1)c1csc(-c2ccccc2)n1 | -10 | -10 | 15 | -11% | -4 | 10 | -1.1% | -1 | 0.1
Cc1cc(N2CCOCC2)ncc1[N+](=O)[O-] | -2 | 0 | 5 | -18% | 14 | 0 | 1.5% | -5 | 0.1
CCOc1ccccc1OCCOc1cccc(C(F)(F)F)c1 | 0 | 7 | 5 | -2% | -11 | -1 | 3.6% | -3 | 0.0
O=C(Cn1ncc2c3ccccc3n(Cc3ccccc3)c2c1=O)NCc1ccccc1 | 5 | -8 | 2 | -5% | 2 | -5 | 9.2% | -3 | 0.5
CCN1CCN(c2ccc(S(=O)(=O)N3CCOCC3)cc2NC(=O)CC(C)C)CC1 | -5 | 0 | 5 | . | 4 | 8 | 1.9% | -3 | 1.4
CCOc1cc(N2CCOCC2)c(OCC)cc1NC(=O)C(C)(C)C | 9 | -6 | 2 | -10% | 13 | -4 | 2.8% | -1 | 0.3
Cc1ccc(CCNC(=O)c2ccc3c(c2)N(Cc2ccc(F)cc2)CCS3)cc1 | -6 | 5 | 1 | 67%[activator] | -3 | 4 | 4.7% | -3 | -1.6
CN(C)S(=O)(=O)c1ccc2c(c1)N(CC(=O)N1CCN(c3ccccc3F)CC1)CCS2 | 20 | 17 | 0 | 97%[activator] | . | -3 | 1.2% | -1 | 0.3
CCN(CC)c1ccc2cc(C(=O)Nc3cccnc3N3CCOCC3)c(=O)oc2c1 | -4 | -3 | 9 | -5% | . | 9 | -0.7% | 5 | 3.7
CCc1nc(SCC(=O)N2CCN(C(=O)c3ccco3)CC2)c2c3c(sc2n1)CCCC3 | 4 | -4 | 2 | -13% | -8 | -7 | 4.5% | -5 | -2.0
COc1ccccc1OCC(=O)N(Cc1ccco1)Cc1ccccc1F | -17 | 16 | 0 | 1% | -62* | -3 | -2.0% | 4 | -0.9
CC(=O)N1c2ccc(S(=O)(=O)NCCC(=O)Nc3ccc(F)cc3C)cc2CC1C (stereo unspecified) | -25 | . | 2 | 7% | 12 | 19 | 3.2% | 0 | 0.8
CCOC(=O)N1CCN(S(=O)(=O)c2cc(Cl)ccc2Cl)CC1 | -3 | 7 | -2 | -7% | 2 | -6 | -3.2% | -1 | -0.2
COc1ccc(C(C)(C)C)cc1NC(=O)COC(=O)c1ncc(Cl)c(Cl)c1Cl | 4 | 10 | 23 | -19% | . | -2 | -0.2% | 13 | 0.9
O=c1c2ccccc2nnn1CSc1ccc2ccccc2n1 | 7 | 6 | 8 | 2% | 5 | 13 | -0.4% | 6 | 0.1
COc1ccc2[nH]c(=O)c(CN(Cc3ccc(C)cc3)Cc3nnnn3CC3CCCO3)cc2c1 (stereo unspecified) | 12 | . | 6 | 92%[activator] | 3 | -5 | 1.9% | -1 | -0.3
Cc1cc(Cl)ccc1NC(=O)COC(=O)CCNS(=O)(=O)c1ccccc1 | 11 | -15 | 9 | . | -3 | 13 | -0.6% | -2 | -0.4
Nn1c(SCC(=O)Nc2ccc3c(c2)OCCO3)nnc1-c1ccncc1 | -15 | . | 2 | 2% | -21 | -2 | -2.5% | -2 | -0.2
CC1(C)C2CCC(C2)C1(C)NC(=O)CN1CCCC1 (stereo unspecified) | 26 | -6 | 4 | -10% | -2 | 6 | 1.3% | 2 | 1.0
Oc1ccccc1N1CCN(c2ncnc3scc(-c4ccc(F)cc4)c23)CC1 | 2 | . | 0 | -5% | -24 | 1 | 0.5% | -5 | 0.1
CC(C)CNC(=O)CCc1c[nH]c2ccccc12 | -9 | -5 | 4 | -17% | 2 | 3 | 4.2% | 3 | -0.4
O=C(Cn1ncc2c3ccccc3n(Cc3ccccc3F)c2c1=O)NCc1ccccc1Cl | 3 | 11 | 0 | 4% | 3 | 13 | -0.3% | -2 | 1.1
CCN(CC)CC(=O)Nc1ccc(/C(C)=N/NC2=NCCN2)cc1 | -4 | -6 | 2 | -1% | 3 | -2 | -1.8% | -3 | 0.5
Cc1ccccc1NC(=O)C1CCN(C2=NS(=O)(=O)c3ccccc32)CC1 | 6 | . | 3 | -5% | -32 | -1 | 15% | -3 | 0.5
CCOc1cc(CNS(=O)(=O)c2ccc3c(c2)CC(=O)N3C)cc(OCC)c1OCC | 4&-10 | -6&6 | 0&0 | ? | 2&-15 | -4&8 | 2.2%&-1.3% | -2&0 | 0.1&-0.4
O=C(Nc1nccs1)C1CCN(S(=O)(=O)c2cnc[nH]2)CC1 | -3 | -3 | 5 | -15% | 1 | 6 | 0.2% | -3 | 0.3
COc1ccccc1NC(=O)C(C)N(C)CCOc1ccccc1 (stereo unspecified) | -20 | 5 | 14 | -7% | -20 | 19 | 1.2% | 2 | -1.0
COc1ccc(Cl)cc1S(=O)(=O)Nc1ccc(Cl)cn1 | -14 | 1 | 1 | 2% | 7 | -2 | 5.5% | -5 | 0.0

Continued; the last 3 above are carried over.
SMILES | D1 antag | D2 PAM | D1 agonist | Apoferritin bind | RXFP1 antag | TRHR enhancer | RXFP1 agonist | D1 potentiator | TRHR agonist
O=C(Nc1nccs1)C1CCN(S(=O)(=O)c2cnc[nH]2)CC1 | -3 | -3 | 5 | -15% | 1 | 6 | 0.2% | -3 | 0.3
COc1ccccc1NC(=O)C(C)N(C)CCOc1ccccc1 (stereo unspecified) | -20 | 5 | 14 | -7% | -20 | 19 | 1.2% | 2 | -1.0
COc1ccc(Cl)cc1S(=O)(=O)Nc1ccc(Cl)cn1 | -14 | 1 | 1 | 2% | 7 | -2 | 5.5% | -5 | 0.0
Cc1cc(C)n2nc(C(=O)Nc3ccccc3N3CCOCC3)nc2n1 | 6 | 13 | 2 | -9% | . | 12 | 0.5% | -1 | 0.4
Cc1cccc2nc3ccccc3nc12 | -4 | -7 | 3 | 3% | -4 | -1 | -0.4% | 1 | 0.3
Cc1cc(C)cc(NS(=O)(=O)c2c(C)nc3scc(C)n3c2=O)c1 | 2 | -5 | 9 | -9% | -13 | -1 | 0.4% | -3 | -0.5
CCc1ccc2oc(=O)cc(CN3CCN(c4ccc(F)cc4)CC3)c2c1 | 13 | 1 | 1 | ? | -15 | -3 | 4.1% | -2 | 0.1
COc1ccc(/C=N/NC(=O)c2ccc3ccccc3c2)cc1OS(=O)(=O)c1ccc(NC(C)=O)cc1 | 2 | 6 | 5 | -12% | -9 | 2 | 4.4% | -6 | 0.6
Cc1ccc(S(=O)(=O)c2nc(-c3ccco3)oc2SC(C)C)cc1 | 28&4 | 6&17 | 4&3 | -16%&-17% | -4&-23 | -2&-1 | 1.5%&-0.2% | 2&6 | 0.4&0.3
O=C1CSC(=O)N1CC(O)COc1ccc(Cl)cc1 (stereo unspecified) | 2 | 5 | 3 | -17% | -2 | -3 | 1.4% | -5 | -0.3
C=CCN(c1ccccc1C(=O)NCC(=O)O)S(=O)(=O)c1ccccc1C | 11 | 6 | 2 | -5% | -12 | 0 | -0.9% | 0 | -0.1
